Pin1 inh: qHTS Assay to Find Inhibitors of Pin1 | Pin1 FP peptide displacement, HiFluor488, 10 min | Potency, µM (series often up to 115 µM), for inactives: top-dose activity, negative = inhibition, usual class: inhibitors | 0.009% of 390,000 active; active = well fitted inhibition curve with a large enough effect in the polarisation, with a control signal flat, not every such curve was filed as active; inconclusive = small, poorly fitted or top-dose-only effect, or effect the other way, or a change in a side signal; inactive = no such curve, though single readings can be large or run the other way; the % refers to the polarisation; note: % is set by controls: 0 for no effect and ±100 for the full control effect
HP1b binding inh: HTS for Inhibitors of HP1-beta Chromodomain Interactions with Methylated Histone Tails; Chromobox protein homolog 1 (Homo sapiens), P83916; AlphaScreen HP1-beta / biotin-H3K9me3 peptide binding; Potency, µM (top dose mostly 114 µM), inactives show at the top dose activity change, negative = inhibition, hits mostly inhibitors; 0.56% of 390,000 active; note: nearly all actives have a fitted effect of over 70% in size; inactives centre near 23
Target sequence (P83916 whole entry, looked up): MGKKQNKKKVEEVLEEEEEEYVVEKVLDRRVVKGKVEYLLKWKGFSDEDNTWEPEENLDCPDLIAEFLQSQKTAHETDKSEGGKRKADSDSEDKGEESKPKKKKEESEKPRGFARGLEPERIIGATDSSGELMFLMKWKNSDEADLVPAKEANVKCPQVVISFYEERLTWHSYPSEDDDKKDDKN
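AlphaScreen: HP1-beta (50 nM) preformed 30 min with biotin-H3(1-18)K9me3 peptide (50 nM) in PBS pH 7.4, 0.01% Tween-20. Compound added for 30 min at RT, then streptavidin donor/nickel chelate acceptor beads (10 ug/mL) for 30 min.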
TrxR1 inh: qHTS Assay for Inhibitors of Mammalian Selenoprotein Thioredoxin Reductase 1 (TrxR1): qHTS. Thioredoxin reductase 1, cytoplasmic (Rattus norvegicus), O89049. recombinant rTrxR1, NADPH fluorescence consumption, selenite substrate. Potency, µM (highest dose often 114 µM), for inactives: at the top dose activity change, negative = inhibition, usual class: inhibitors. 1% of 390,000 active; note: % is set by controls: 0 for no effect and ±100 for the full control effect; nearly all actives have a fitted effect of over 65% in size
Target sequence (O89049 whole entry, looked up): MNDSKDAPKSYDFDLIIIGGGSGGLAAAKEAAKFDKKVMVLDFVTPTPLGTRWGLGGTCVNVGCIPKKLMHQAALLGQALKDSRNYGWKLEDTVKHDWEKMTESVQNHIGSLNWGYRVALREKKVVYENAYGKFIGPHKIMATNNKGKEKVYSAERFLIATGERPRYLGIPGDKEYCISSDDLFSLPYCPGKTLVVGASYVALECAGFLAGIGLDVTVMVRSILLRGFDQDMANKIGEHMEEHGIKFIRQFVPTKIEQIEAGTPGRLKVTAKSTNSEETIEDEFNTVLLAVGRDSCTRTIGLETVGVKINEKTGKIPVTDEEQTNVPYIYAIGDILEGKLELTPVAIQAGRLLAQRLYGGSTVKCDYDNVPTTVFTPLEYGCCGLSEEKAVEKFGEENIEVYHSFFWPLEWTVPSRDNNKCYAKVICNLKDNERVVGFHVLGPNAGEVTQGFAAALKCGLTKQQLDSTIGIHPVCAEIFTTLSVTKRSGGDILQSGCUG
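Rat TrxR1 (90 nM in the dispensed reagent) was pre-reduced with 400 uM NADPH for 5 min at room temperature, then incubated with compound for 15 min. After 400 uM selenite was added, NADPH fluorescence (Ex 340/Em 450 nm) was followed for 8 min.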
PGK inhibitor: qHTS Assay to Find Inhibitors of Phosphoglycerate Kinase. Potency, µM (series often up to 57.5 µM), for the others: top-dose activity change, negative = inhibition, usual class: inhibitors. 0.043% of 380,000 active. PGK/GAPDH coupled, Kinase-Glo luminescence, 60 min; note: % is set by controls: 0 for no effect and ±100 for the full control effect; nearly all actives have a fitted effect of over 60% in size
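Luminescent ATP detection (Kinase-Glo Plus) follows a 60-minute room-temperature incubation, with wells lacking PGK as controls. Buffer: 100 mM TEA (pH 7.6), 5 mM MgCl2, 0.01% Tween-20. Coupling enzyme GAPDH (100 nM final) supplies unstable 1,3-BPG in-well.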
JMJD2A Tudor inh: qHTS Assay for Inhibitors of JMJD2A-Tudor Domain; Lysine-specific demethylase 4A (Homo sapiens), O75164; AlphaScreen JMJD2A-Tudor / H3K4me3 peptide binding; Potency, µM (top dose mostly 114 µM), for the others: at the highest dose activity change, negative = inhibition, hits mostly inhibitors; 4.4% of 390,000 active; AID 504339, 2011; note: % is set by controls: 0 for no effect and ±100 for the full control effect; nearly all actives have a fitted effect of over 50% in size
RGS4 inh: Inhibitors of Regulator of G Protein Signaling (RGS) 4: qHTS. Transcreener GDP fluorescence polarization, RGS4-accelerated GTP hydrolysis. Potency, µM (highest dose often 114 µM), without a hit: at the highest dose activity change, negative = inhibition, hits mostly inhibitors. 0.039% of 390,000 active; note: % is set by controls: 0 for no effect and ±100 for the full control effect; nearly all actives have a fitted effect of over 75% in size; some results filed as inactive show a strong effect at the top dose
Target sequence (P49798 whole entry, looked up): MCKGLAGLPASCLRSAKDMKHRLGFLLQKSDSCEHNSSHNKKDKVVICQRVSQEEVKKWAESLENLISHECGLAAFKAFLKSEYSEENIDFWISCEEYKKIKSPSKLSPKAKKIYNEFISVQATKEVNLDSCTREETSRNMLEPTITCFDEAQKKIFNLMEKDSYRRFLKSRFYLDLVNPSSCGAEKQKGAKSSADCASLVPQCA
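MLSMR compounds (23 nl, pin-transferred) preincubated 10 min at room temperature with a 500nM (2x) first reagent, then RGS4 at 900nM (2x) plus Transcreener GDP mix added; fluorescence polarization (620/688 nm) read before and after 90 min at 30 °C.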
GLS inh: qHTS for Inhibitors of Glutaminase (GLS) | Potency, µM (series often up to 45.5 µM), without a hit: top-dose activity change, negative = inhibition, actives largely listed as inhibitors | 0.21% of 410,000 active | GLS enzymatic activity, qHTS titration; note: % is set by controls: 0 for no effect and ±100 for the full control effect
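Human kidney-isoform GLS in 45 mM KH2PO4 pH 8.2, 0.02% Tween-20, with compound, started with 1mM L-Glutamine (added stock). Glutamate oxidase/HRP/Amplex red coupled fluorescence read at start and after 30 min at RT.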
ERG-DNA inh: qHTS for Small Molecule Inhibitors of the ERG Ets/DNA interaction. 0.028% of 370,000 active. fluorescence polarization, His-ERG Ets domain / labelled DNA. AID 624246, 2012. Potency, µM (series often up to 76.9 µM), inactives show at the highest dose FP activity, negative = inhibition, usual class: inhibitors. Transcriptional regulator ERG (Homo sapiens), P11308; active = well fitted inhibition curve with a large enough effect in the polarisation, with a control signal flat; inconclusive = small, poorly fitted or top-dose-only effect, or effect the other way, or a change in a side signal; inactive = no such curve, though single readings can be large or run the other way; the % refers to the polarisation;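 note: polarization taken with two DNA probes labelled with fluorescein and Texas red; % of control where 0% means no effect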
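His-tagged ERG Ets domain (1 uM in the protein solution; 300mM KCl, 50mM Tris-HCl, 1mM EDTA, 1mM DTT, pH 7.5) received compound, then a probe mix of 5 nM fluorescein-DNA and 100nM Texas-615-DNA. Fluorescence polarization was read for both dyes.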
ALOX12 inh: Primary qHTS assay for inhibitors of human arachidonate 12S-lipoxygenase (ALOX12): Round 2 | Potency, µM (highest dose often 108 µM), for inactives: top-dose activity change, negative = inhibition, hits mostly inhibitors | purified 12hLO, xylenol orange hydroperoxide absorbance | Polyunsaturated fatty acid lipoxygenase ALOX12 (Homo sapiens), P18054 | 1.1% of 580,000 active; note: % is set by controls: 0 for no effect and ±100 for the full control effect
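Purified human 12hLO (150 nM final) in 25 mM Hepes, 0.01% Triton X-100, pH 7.0 was preincubated 15 min at room temperature with compound. Then 40 uM arachidonic acid was added, 30 min. Hydroperoxide was read by Fe-XO absorbance ratio 573/405 nm.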
The depositor's hits bear a star; i = inactive; ? = inconclusive; nt = not tested or not shown; & = joins results of further samples; ! = a repeat was not active; [ ] = dose if it differs, or a comment. Unless noted, calls come from the whole dose curve; as a rule, active = well fitted curve in the direction sought with a large enough effect; inconclusive = small, poorly fitted or top-dose-only effect, or another doubt; inactive = no such curve, though single readings can be large; an effect the other way counts as inactive or inconclusive. Potency is the fitted concentration of half-maximal effect. Not all compounds are listed; rates above refer to the full screens.

item	Pin1 inh	HP1b binding inh	TrxR1 inh	PGK inhibitor	JMJD2A Tudor inh	RGS4 inh	GLS inh	ERG-DNA inh	ALOX12 inh	SMILES
1	3%	129%[activator]	13%	-4%	47%[activator]	-15%	-3%	-12%	0%	CN1OC(COC(=O)c2ccc(Cl)cc2)CC1c1ccccc1 (stereo unspecified)
2	-4%	-1%	0%[57.1 µM]	8%	-16%	13%	0%	0%	-15%	COc1ccc(CNC(=O)c2cnc3sc(N4CCCC4)nn3c2=O)cc1OC
3	6%	31%	22%	-7%	-6%	-2%	-4%	-6%	1%	COc1ccc(N2C(=O)CSC2c2cccc(F)c2)cc1 (stereo unspecified)
4	0%	-19%	-16%[57.1 µM]	-8%	3.5µM*	-33%	-13%	7%	?	S=c1[nH]nc(-c2cccnc2)n1/N=C/c1ccccc1
5	-2%	34%	-7%[57.1 µM]	1%	-1%	25%	7%	2%	?	CCOc1cc(CNCCc2ccc(S(N)(=O)=O)cc2)ccc1OCC(=O)NC(C)(C)C
6	-1%	29%	-16%	3%	-19%	14%	0%	0%	0%	Cc1oc(C2CC2)cc1C(=O)O
7	9%	10%	10%	0%	-1%	-3%	3%	11%	0%	COc1cc(C(=O)OCc2csc(CC(=O)Nc3ccccc3C)n2)ccc1OCC(C)C
8	3%	66%[activator]	-6%	-9%	-5%[57.1 µM]	-24%	-3%	-1%	-8%	Cc1cccc(CNCc2ccccc2)c1
9	4%	16%	14%	nt	-6%	9%	0%	-3%	1%	O=C(Nc1nncs1)C1c2ccccc2Oc2ccccc21
10	8%	9%	18%[57.1 µM]	0%	-15%	0%	-1%	-4%	-17%	CCOC(=O)c1cc(-c2ccccc2)n(CCCC(=O)Nc2cccc(Cl)c2C)c1C
11	-13%	72%[activator]	15%	-11%	-1%	5%[56.9 µM]	-22%	-7%	0%	COc1cccc(CNC(=O)C2CCCN(S(=O)(=O)N3CC(C)CC(C)C3)C2)c1 (stereo unspecified)
12	0%	20%	4%	-17%	-21%	-15%	0%	4%	-11%	O=[N+]([O-])c1cnc2nc(-c3ccncc3)nn2c1O
13	3%	31%	12%	-8%	14%	-11%	-2%	-4%	-4%	O=C(CN1CCCC1)Nc1cccc(Cl)c1Cl
14	9%	25%	?	-2%	-9%	0%	22%	1%	i	COc1ccc(Nc2nc(CC(C)=O)ns2)cc1OC
15	0%	20%	23%	-7%	-10%	10%	-12%	7%	23%	O=C(NCCC1=CCCCC1)c1ccc2c(c1)N(Cc1ccccc1)C(=O)CS2
16	-2%	20%	28%	-6%	-1%	7%	0%	-2%	0%	COc1ccc(C(=O)Nc2ccccc2C)cc1S(=O)(=O)N1CCOCC1
17	4%	20%	?	-1%	-13%	-13%	17%	-1%	-11%	O=C1CCCC/C1=C\Nc1ccc(C(=O)O)c(O)c1
18	1%	32%	18%	nt	-25%	5%	8%	nt	0%	CCN(CC)S(=O)(=O)c1ccc(NC(=O)c2ccc(CN3CCOCC3)cc2)cc1
19	-5%	24%	15%[57.1 µM]	-2%	2%	8%	-2%	4%	-1%	COc1ccc(N(CC(=O)Nc2cc(C)on2)S(=O)(=O)c2ccc(Cl)cc2)cc1
20	-8%	37%	-4%	1%	-3%	12%	1%	-12%	282%[activator]	COc1ccc(C(=O)Oc2ccc(/C=N/NC(=O)c3cccnc3)cc2OC)cc1
21	?	?	-36%	-3%	-31%	0%	5%	14%	?	COc1ccc(-c2c(C#CC(C)(C)O)c3ccccc3n2C)cc1
22	-2%	20%	-2%	10%	-11%	9%	-1%	4%	-15%	CC1CC(=O)Nc2ccccc2N1C(=O)COc1cc(Cl)ccc1Cl (stereo unspecified)
23	4%	71%[activator]	21%	-4%	35%	27%	-3%	15%	13%	Cc1ccc(/C(N)=N/OC(=O)CN(C)S(=O)(=O)c2ccc(C)cc2)cc1
24	9%	34%	22%[57.1 µM]	-7%	-4%	-3%	5%	9%	-19%	CCc1c(C)sc2c1CCN(C(=O)Nc1ccccc1C(=O)OC)C2c1ccc(F)cc1 (stereo unspecified)
25	7%	83%[activator]	-4%	-7%	61%[activator]	-19%	-1%	?	4%	Cc1ccc(OCCN(C)C(=O)c2cc(COc3ccc(F)cc3F)on2)cc1
26	-12%	50%[activator]	15%	-10%	-32%	-28%	-4%	4%	-12%	COc1ccc(OC)c(N2C(=O)c3cccnc3C2=O)c1
27	1%	25%[57 µM]	?	i	-2%	-9%	-13%	?	-19%	CC1(C)CC(=O)/C(=C\c2cccc([N+](=O)[O-])c2)C(C)(C)N1
28	2%	32%	-1%	3%	-8%	-16%	4%	-3%	?	O=C(COC(=O)C1=COCCO1)Nc1ccc(F)c(F)c1
29	3%	21%[57 µM]	0%	nt	-18%[57.1 µM]	-9%	nt	nt	nt	CC1(C)OC(=O)C2(Cc3cc(C(F)(F)F)ccc3N3CCCCC32)C(=O)O1 (stereo unspecified)
30	4%	?	-11%[57.1 µM]	5%	20µM*	?	26%	41%[activator]	0%	Cc1oc(-c2ccc(F)cc2)nc1CN(Cc1ccccn1)CC1CCCO1 (stereo unspecified)
31	18%	32%	11%[57.1 µM]	-8%	-13%	-40%	1%	9%	-12%	c1csc(-c2cn3ccc4ccccc4c3n2)c1
32	1%	11%	5%[57.1 µM]	-5%	-11%	14%	-5%	-6%	0%	COc1cccc(NC(=O)N2CCC(C(=O)Nc3ccc(C)cc3C)CC2)c1
33	-1%	?	?	-1%	-28%	-28%	0%	2%	?	Cc1ccc(C(=O)NC(=S)Nc2ccccc2C)cc1
34	5%	?	-22%	-8%	79µM*	-23%	-2%	nt	nt	S=C(Cc1cccnc1)N1CCOCC1
35	-4%	-9%	-7%	i	?	-49%	-21%	nt	45µM*!	S=c1[nH]c2cc(Cl)ccc2s1
36	-2%	20%	32%	-12%	-17%	19%	-5%	8%	-2%	Cc1ccc(C(=O)OCC(=O)Nc2ccccc2)cc1S(=O)(=O)N1CCCCC1
37	1%	27%	-5%[57.1 µM]	i	-16%	-3%	-10%	-3%	-4%	Cc1ccc(OCC(=O)N2CCC3(CC2)CC(=O)c2ccccc2O3)cc1
38	3%	38%[activator]	9%	-11%	9%	-17%	-4%	-3%	12%	CCCN(Cc1nnc(-c2cccs2)o1)C(=O)CN1C(=O)NC2(CCC(C)CC2)C1=O (stereo unspecified)
39	-8%	12%	-10%	8%	-6%	-11%	4%	-10%	25%	CCOc1ccc(NS(=O)(=O)c2ccc3[nH]cc(C(=O)N(CC)CC)c(=O)c3c2)cc1
40	9%	15%	19%	-12%	-13%	8%	-1%	1%	-18%	Cc1cc(C)c2oc(-c3ccc(NC(=O)c4cc(Br)ccc4Cl)cc3)nc2c1
41	2%	30%	7%[57.1 µM]	5%	-4%	-28%	3%	-1%	124%[activator]	COC(=O)C1=C(C)Nc2nc3ccccc3n2C1c1cc(OC)c(OC)c(OC)c1 (stereo unspecified)
42	2%	14%	-1%	-1%	-3%	-10%	-9%	-2%	0%	COc1cccc(NC(=O)C23CCC(C)(C(=O)O2)C3(C)C)c1 (stereo unspecified)
43	?	48%[activator]	13%[57.1 µM]	-8%	-12%	-40%	2%	16%	4%	CCOc1cc2c(C#N)c(N(CC)CC)nc(N)c2c(N)n1
44	-7%&-6%	27%&32%	32%&26%	-4%	-23%&-6%	-32%	-3%&-1%	-10%&8%	22%&-23%	CCCC(=O)Nc1ncnc2c1ncn2[C@@H]1O[C@@H]2COP(=O)(O)O[C@H]2[C@H]1OC(=O)CCC
45	5%	26%	-16%	-5%	20%	-9%	0%	-15%	?	S=C(NCc1cccs1)Nc1ccc(Br)cc1Cl
46	-4%	-5%	-30%[57.1 µM]	-6%	-33%	-9%	1%	1%	?	COc1cccc(S(=O)(=O)NCc2ccc(C(=O)NCc3ccco3)cc2)c1
47	-4%	20%	5%	0%	-8%	0%	-1%	1%	-7%	CN(C(=O)COc1ccccc1)c1nnc(-c2cccnc2)s1
48	0%	34%	28%	-8%	-15%	-4%	-2%	-3%	0%	O/N=C/c1cc2ccccc2n1Cc1ccccc1F
49	-5%	26%	-6%	-7%	-2%	-39%	2%	2%	0%[57.4 µM]	O=C(COc1ccc(Cl)cc1)NCc1nnc(SCC(=O)N2CCCCC2)o1
50	0%	57%[activator]	4%	9%	2%	-1%	0%	9%	-4%	Cc1onc(-c2c(Cl)cccc2Cl)c1C(=O)N1CCN(c2ncccn2)CC1

From PubChem BioAssay
